LYPLA1 inh – counter-screen for PME1 inhibitors: inhibitors of human LYPLA1; O75608; inhibition, % at 5.9 µM; 320,000 tested, 0.16% active; recombinant LYPLA1, FP-Rh probe fluorescence polarization;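 active = inhibition above the mean of all tested compounds plus 3 SD, set per campaign, cut at about 14% in these data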;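 also: inhibitors block serine hydrolase probe labeling of LYPLA1 so polarization falls; 0% = enzyme with DMSO and 100% = wells lacking LYPLA1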
Target sequence (O75608 whole entry, looked up): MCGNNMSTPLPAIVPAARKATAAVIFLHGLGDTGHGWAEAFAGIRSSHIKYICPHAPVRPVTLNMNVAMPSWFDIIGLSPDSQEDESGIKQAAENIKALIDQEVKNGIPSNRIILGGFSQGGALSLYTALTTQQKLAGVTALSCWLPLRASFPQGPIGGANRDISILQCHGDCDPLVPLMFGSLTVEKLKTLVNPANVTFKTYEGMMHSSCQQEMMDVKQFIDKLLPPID
PAFAH2 FP inh – inhibitors of human PAFAH2 | recombinant PAFAH2, FP-rhodamine activity probe, fluorescence polarization | inhibition, % at 3.39 µM | 340,000 tested, 0.99% active | AID 492956;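 active = inhibition above the mean over all tested compounds plus 3 SD, cut at about 30% in these data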;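 also: inhibitors block probe labeling of enzyme so polarization drops; 0% = enzyme with DMSO and 100% = wells lacking PAFAH2 protein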
pPAFAH FP inh – pPAFAH (human) enzyme inhibition; 330,000 tested, 1.5% active; inhibition, % at 3.39 µM; Q13093; recombinant pPAFAH, FP-rhodamine probe fluorescence polarization;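 active = inhibition above the mean inhibition across the screen plus 3 SD, cut at about 25% in these data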;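 also: inhibitors block binding of the rhodamine activity-based probe so polarization drops; 0% = enzyme with DMSO and 100% = wells lacking pPAFAH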
PAD4 inh – inhibitors of human PAD4; 330,000 tested, 0.41% active; AID 485272; recombinant PAD4, RCA probe fluorescence polarization; inhibition, % at 6.36 µM;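 active = percent inhibition above a cutoff equal to the mean of all tested compounds plus 3 SD, cut at about 15% in these data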;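 also: 0% = PAD4 with RCA probe and DMSO and 100% = probe without PAD4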
PREPL inhibitor – inhibits the human prolyl oligopeptidase-like enzyme. recombinant PREPL, fluorescence polarization activity-based probe. inhibition, % at 5.96 µM. 320,000 tested, 0.68% active; in the data active = inhibition above about 43%;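 also: 0% = enzyme with DMSO and 100% = wells lacking enzyme; many of its hits are not listed in these tables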
Target sequence (Q4J6C6 whole entry, looked up): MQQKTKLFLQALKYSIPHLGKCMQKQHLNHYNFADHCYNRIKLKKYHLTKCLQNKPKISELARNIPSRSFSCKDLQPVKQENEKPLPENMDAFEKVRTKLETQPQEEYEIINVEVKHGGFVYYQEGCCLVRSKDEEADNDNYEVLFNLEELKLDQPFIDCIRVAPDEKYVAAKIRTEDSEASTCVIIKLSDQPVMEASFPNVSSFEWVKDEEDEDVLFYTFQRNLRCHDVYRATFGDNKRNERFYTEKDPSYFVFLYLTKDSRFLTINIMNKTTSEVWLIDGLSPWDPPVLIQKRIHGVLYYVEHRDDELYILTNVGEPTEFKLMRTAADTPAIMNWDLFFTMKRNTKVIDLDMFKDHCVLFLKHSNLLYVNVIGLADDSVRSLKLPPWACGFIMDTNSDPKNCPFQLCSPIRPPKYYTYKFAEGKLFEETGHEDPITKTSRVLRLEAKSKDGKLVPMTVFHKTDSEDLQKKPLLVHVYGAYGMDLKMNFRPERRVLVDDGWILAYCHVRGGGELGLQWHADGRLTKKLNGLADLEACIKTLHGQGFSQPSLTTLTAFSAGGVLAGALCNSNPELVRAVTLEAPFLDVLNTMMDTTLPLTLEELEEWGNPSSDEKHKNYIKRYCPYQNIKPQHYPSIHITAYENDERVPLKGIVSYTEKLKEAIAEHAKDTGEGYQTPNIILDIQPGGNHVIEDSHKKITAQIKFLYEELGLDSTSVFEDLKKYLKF
LYPLA2 inh – counter-screen for PME1 inhibitors: inhibitors of human LYPLA2 | O95372 | recombinant LYPLA2, FP-Rh probe fluorescence polarization | inhibition, % at 5.9 µM | 320,000 tested, 0.38% active | AID 2177;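 active = inhibition above the screen-wide mean plus 3 SD, limit set per campaign, cut at about 26% in these data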;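 also: 0% = LYPLA2 with DMSO and 100% = wells lacking LYPLA2 enzyme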
PAFAH1B3 inh – PAFAH1B3 (human) inhibition | Q15102 | recombinant PAFAH1B3, FP-rhodamine probe, fluorescence polarization | inhibition, % at 3.39 µM | 340,000 tested, 0.28% active;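 active = inhibition above the screen-wide average of all tested compounds plus 3 SD, cut at about 25% in these data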;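 also: 0% = enzyme with DMSO only and 100% = wells lacking PAFAH1B3 protein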
PAFAH1B2 FP inh – PAFAH1B2 (human) inhibition; inhibition, % at 3.39 µM; AID 492953; P68402; 340,000 tested, 1.2% active; recombinant PAFAH1B2, FP-rhodamine activity probe, fluorescence polarization;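 active = inhibition above the mean of all tested compounds plus 3 SD, cut at about 24% in these data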;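 also: 0% = enzyme with DMSO and 100% = wells lacking PAFAH1B2; many of its hits are not listed in these tables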
GSTO1 inh – blocks human GSTO1 in RBBP9 counter-screen; P78417; recombinant GSTO1, activity-based probe fluorescence polarization; inhibition, % at 5.96 µM; 300,000 tested, 1.1% active;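 active = inhibition above the campaign mean inhibition plus 3 SD, cut at about 35% in these data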;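 also: 0% = GSTO1-1 with DMSO and 100% = wells lacking GSTO1-1 enzyme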
Active calls of the source: *; nt = no result given. Not all compounds are listed; the hit share may differ from the screen's.

SMILES | LYPLA1 inh | PAFAH2 FP inh | pPAFAH FP inh | PAD4 inh | PREPL inhibitor | LYPLA2 inh | PAFAH1B3 inh | PAFAH1B2 FP inh | GSTO1 inh
Cc1cc(C2C(C#N)=C(N)OC3=C2C(=O)CC(C)(C)C3)c(C)s1 (centres undefined) | 3 | 8 | -2 | -4 | 5 | 6 | 5 | 6 | 2
CCc1ccc(OCC(=O)N/N=C(\C)c2ccc(O)cc2O)cc1 | 2 | 0 | 10 | -2 | 3 | 0 | -2 | 4 | 7
COC(=O)c1cc(S(=O)(=O)N2CCCC(C)C2)c[nH]1 (centres undefined) | -3 | 8 | 8 | -1 | 6 | -4 | 6 | 2 | 3
O=C(Nc1ccc2c(c1)OCO2)C1CCN(S(=O)(=O)c2ccc3c(c2)OCCO3)CC1 | 3 | 12 | 3 | 1 | -4 | 6 | 14 | 1 | 3
CCOc1cc(CNCCO)cc(Br)c1OCc1cccs1 | 1 | 1 | 2 | -3 | -1 | 4 | 5 | 1 | 10
CCSc1nc2sc3c(c2c(=O)n1-c1ccccc1C)CCN(C)C3 | -1 | 4 | 10 | -4 | 1 | 7 | -2 | 0 | -6
Cc1ccc(-n2c(COc3ccccc3)n[nH]c2=S)cc1 | -4 | 5 | -1 | 2 | -7 | -10 | 12 | 11 | 2
CC(CN1CCN(C)CC1)OC(=O)c1cccc(F)c1 (centres undefined) | -4 | -1 | -1 | -1 | 2 | -3 | -1 | 4 | 1
CC(C)(C)C1CCC(OC(=O)CCC(=O)Nc2ccccc2)CC1 (centres undefined) | 0 | -1 | 6 | -1 | -23 | -1 | 1 | 12 | 0
Cc1ccc(NC(=O)c2nc[nH]c2C(=O)NCC(=O)OC(C)(C)C)cc1 | -4 | -3 | 0 | 0 | 12 | -1 | 8 | 3 | -3
COC(=O)c1ccccc1S(=O)(=O)N(Cc1cc2cc3c(cc2[nH]c1=O)OCO3)C1CCCCC1 | 0 | nt | -4 | -2 | 1 | 4 | nt | nt | 2
O=C(Cn1cnc2c(nnn2Cc2ccc(F)cc2)c1=O)OCc1ccccc1 | 1 | 8 | 5 | 6 | -20 | -2 | 3 | 4 | 2

As entered above.
Entry of Cc1ccc(-n2c(COc3ccccc3)n[nH]c2=S)cc1 in PAFAH1B3 inh: 12
Entry of COC(=O)c1cc(S(=O)(=O)N2CCCC(C)C2)c[nH]1 (centres undefined) in PAFAH2 FP inh: 8
Entry of CC(CN1CCN(C)CC1)OC(=O)c1cccc(F)c1 (centres undefined) in PREPL inhibitor: 2

Additional entries follow:
SMILES | LYPLA1 inh | PAFAH2 FP inh | pPAFAH FP inh | PAD4 inh | PREPL inhibitor | LYPLA2 inh | PAFAH1B3 inh | PAFAH1B2 FP inh | GSTO1 inh
O=C(c1cc2cc(F)ccc2[nH]1)N1CCN(c2cccc(Cl)c2)CC1 | -6 | -3 | 5 | 3 | 10 | 11 | 6 | 3 | -5
Cc1cccc(NC(=S)NCc2ccc3c(c2)OCO3)c1 | -7 | -3 | 2 | -2 | -4 | -2 | 10 | 3 | 3
CCn1c(=O)c([N+](=O)[O-])c(Cl)c2ccccc21 | 0 | -5 | -1 | 4 | -1 | 4 | -3 | 3 | 1
O=C(CN1CCN(C(=O)c2cncn2-c2ccc(F)cc2)CC1)Nc1ccccc1C(F)(F)F | 4 | 5 | 0 | 3 | 7 | 2 | 7 | 2 | nt
CN(C)CC(CCCCC(CN(C)C)C(=O)c1ccccc1)C(=O)c1ccccc1 (centres undefined) | -2 | -1 | 3 | -1 | 30 | 5 | 3 | -1 | -9
CC1(C)Cc2c(c(-c3ccco3)nc3sc4c(NCCCO)ncnc4c23)CO1 | -5 | -7 | -1 | -3 | -6 | 1 | 6 | 2 | -4
CC(C(=O)NCCCc1ccccc1)c1ccc([N+](=O)[O-])cc1 (centres undefined) | -4 | -4 | 11 | 0 | -12 | -5 | 5 | 3 | 8
CCOc1ccc(/C=C/C(=O)OCC(=O)c2ccccc2OC)cc1OC | -5 | 6 | 5 | -1 | 4 | -6 | -3 | -2 | -3
COc1ccc(Nc2nc(C)cc(=O)[nH]2)cc1 | -4 | 3 | 4 | -5 | 9 | 2 | -4 | -6 | -1
Cn1c(CCNS(=O)(=O)c2ccccc2)nnc1SCc1cccnc1 | 3 | 4 | 1 | -9 | 0 | -3 | 6 | 3 | 5
Cc1cc(C)cc(N(C(=O)c2ccc3c(c2)OCO3)C2C=CS(=O)(=O)C2)c1 (centres undefined) | 2 | 0 | -1 | -1 | -2 | -2 | 8 | -2 | 1
CCOc1ccc(C(=O)CCC(=O)Nc2cccc(S(=O)(=O)N3CCCCC3)c2)cc1 | -11 | 0 | 0 | -2 | -3 | -8 | 2 | -5 | nt
CCCCNC(=O)N1CCN(c2ncccn2)CC1 | -1 | 2 | -4 | -1 | 10 | -2 | -4 | 0 | 1
COCc1nnc(NC(=O)c2cc(OC)c(OC)cc2[N+](=O)[O-])s1 | -2 | -2 | -2 | -7 | 15 | -1 | 7 | 6 | 1
CCNc1nc2nc3ccc(C)cn3c(=O)c2cc1C(=O)NCC1CCCO1 (centres undefined) | -3 | -4 | 2 | 0 | 2 | -2 | 4 | 1 | -3
CCCCCCC1CCC(C(=O)N2CCOCC2)CC1 (centres undefined) | -6 | 5 | 4 | 2 | 7 | -1 | 9 | 6 | -1
COC(=O)CSc1nnc(CCc2nc3ccccc3[nH]2)n1C | -5 | 0 | -4 | 4 | -3 | 2 | 0 | 2 | -6
COc1ccc(NC(=O)CN(C)C(=O)CNC(=O)c2sc3ccccc3c2Cl)cc1 | -4 | 6 | -1 | 5 | 20 | -1 | 0 | 6 | nt
COCCNC(=O)C(c1ccc(Cl)cc1)N(C(=O)Cn1nnc2ccccc21)c1cccnc1 (centres undefined) | -4 | 1 | -10 | 6 | 4 | -11 | 8 | 5 | -4
Cc1ccc(N2C(=O)[C@@H]3C(c4cccnc4)=NO[C@@H]3C2=O)cc1 | 2 | nt | 6 | -3 | -2 | -5 | nt | nt | 0
CCN(Cc1ccncc1)C(=S)Nc1c(C)cccc1C | -5 | -3 | 6 | 0 | -3 | -12 | 3 | 5 | -1
CCS(=O)(=O)Nc1ccc(C(=O)NCCSc2ccccc2)cc1 | -2 | -11 | 0 | -1 | -10 | -5 | 2 | 5 | -6
Cc1cccc(NC(=O)CCNS(=O)(=O)c2ccc(Cl)cc2)c1 | -5 | 7 | 0 | -3 | -21 | 2 | 12 | 13 | 2
CC1CCCC(NC(=O)c2ccc3snnc3c2)C1C (centres undefined) | 1 | -4 | 7 | 0 | -4 | 3 | -4 | -1 | -6

3 entries out of the list above, arranged by the value under PAFAH2 FP inh, ascending.
mol	PAFAH2 FP inh	pPAFAH FP inh	PAD4 inh	PREPL inhibitor	PAFAH1B3 inh	PAFAH1B2 FP inh
COCc1nnc(NC(=O)c2cc(OC)c(OC)cc2[N+](=O)[O-])s1	-2	-2	-7	15	7	6
COCCNC(=O)C(c1ccc(Cl)cc1)N(C(=O)Cn1nnc2ccccc21)c1cccnc1 (centres undefined)	1	-10	6	4	8	5
COc1ccc(NC(=O)CN(C)C(=O)CNC(=O)c2sc3ccccc3c2Cl)cc1	6	-1	5	20	0	6

(listing goes on)
SMILES | LYPLA1 inh | PAFAH2 FP inh | pPAFAH FP inh | PAD4 inh | PREPL inhibitor | LYPLA2 inh | PAFAH1B3 inh | PAFAH1B2 FP inh | GSTO1 inh
Cc1ccc(-n2c(SCC(=O)N(C)C3CCS(=O)(=O)C3)nc3ccccc3c2=O)cc1 (centres undefined) | 3 | 7 | 1 | -4 | -1 | 6 | 12 | 3 | -6
COc1ccc(C(=O)COC(=O)C(CCCCN2C(=O)C3C4C=CC(C4)C3C2=O)N2C(=O)C3C4C=CC(C4)C3C2=O)cc1 (centres undefined) | 1 | -6 | 7 | 1 | 13 | 3 | 5 | 3 | 4
O=C(NN=C(Cc1ccccc1)Cc1ccccc1)c1ccccc1F | -3 | 4 | -2 | -1 | 11 | 8 | 6 | -2 | 8
CCOc1ccc(S(=O)(=O)N2CCN(CC(O)COc3cccc([N+](=O)[O-])c3)CC2)cc1 (centres undefined) | -4 | -11 | 2 | -5 | 9 | -1 | 11 | -4 | -6
CCCCNC(=O)c1onc(CSc2ccc(C)c(C)c2)c1C(=O)O | 0 | 15 | 15 | -6 | 0 | -6 | 4 | 1 | -77
CCOC(=O)/C(=N\Nc1ccccc1)P(=O)(c1ccccc1)c1ccccc1 | -1 | -7 | 6 | -2 | -15 | 0 | 2 | 5 | -9
COc1ccc(-c2coc3cc(OC)cc(OC)c3c2=O)cc1 | 1 | 3 | -7 | 0 | -10 | 10 | -4 | -1 | -2
NC(=O)c1ccc(Oc2ccc(Cl)c3ccccc23)c([N+](=O)[O-])c1 | -3 | 1 | 34* | 3 | 12 | 9 | -3 | 0 | 0
COCCNC(=S)NNc1ccccc1[N+](=O)[O-] | 0 | 11 | 5 | 4 | 9 | 8 | -2 | 1 | 9
Cc1ccc(N2CCN(c3ccc(C)cc3)C2c2cccnc2)cc1 | -1 | -3 | 3 | 1 | 9 | 8 | 6 | -5 | -1
C[n+]1cccc(O)c1SCc1ccccc1 | 1 | 2 | -1 | -3 | 2 | -1 | -2 | 6 | 5
CCOC(=O)c1c(C)n(C)c2ccc(OC)c(NS(=O)(=O)CC)c12 | 3 | -1 | 8 | 1 | -4 | -4 | 2 | 0 | -1

Complete entries as entered above. Order of values: LYPLA1 inh	PAFAH2 FP inh	pPAFAH FP inh	PAD4 inh	PREPL inhibitor	LYPLA2 inh	PAFAH1B3 inh	PAFAH1B2 FP inh	GSTO1 inh
Cc1ccc(NC(=O)c2nc[nH]c2C(=O)NCC(=O)OC(C)(C)C)cc1 as listed: -4	-3	0	0	12	-1	8	3	-3
Cc1ccc(-n2c(COc3ccccc3)n[nH]c2=S)cc1 as listed: -4	5	-1	2	-7	-10	12	11	2

(next part)
SMILES | LYPLA1 inh | PAFAH2 FP inh | pPAFAH FP inh | PAD4 inh | PREPL inhibitor | LYPLA2 inh | PAFAH1B3 inh | PAFAH1B2 FP inh | GSTO1 inh
COc1cc(C=O)ccc1Oc1nc(Nc2ccc(F)cc2F)nc(N2CCOCC2)n1 | 0 | nt | 14 | -2 | 10 | 1 | nt | nt | -3
CC(C)CNC(=O)COc1ccc(Sc2ccc(OCC(=O)NCC(C)C)cc2)cc1 | -1 | -8 | -1 | -11 | 8 | 6 | 7 | 0 | -3
Cc1ccccc1NC(=S)N(CCN(C)C)C(C)c1ccco1 (centres undefined) | -1 | 7 | -2 | -1 | 11 | -10 | 3 | -2 | 2
Cc1nc(-c2ccc(Cl)cc2)sc1C1(C)CC(c2ccccc2Br)=NO1 (centres undefined) | -1 | 0 | -2 | -6 | -19 | -7 | 6 | -1 | -5
CCC(C)NC(=O)CN1C(=O)NC2NC(=O)NC21 (centres undefined) | 0 | -8 | -3 | -3 | 12 | -3 | 6 | 3 | 1
O=C(Cc1ccc(Cl)cc1Cl)Nc1cccc(S(=O)(=O)Nc2ccccc2F)c1 | -8 | -6 | 27* | -1 | -1 | -6 | -8 | 21 | 0

Screens deposited in PubChem by The Scripps Research Institute Molecular Screening Center.
